TGFb SMAD3 inh – blocks TGF-b signaling. HepG2 CAGA-GFP TGF-b/SMAD3 reporter, GFP fluorescence, 18 h; TGF-beta stimulated, 500 pg/mL final. Potency, µM (top dose mostly 46.1 µM), inactives show at the top dose activity, negative = inhibition, actives largely listed as inhibitors. 410,000 tested, 1.2% active. AID 588855; note: potency is the fitted concentration of half-maximal effect; % is set by controls: 0 for no effect and ±100 for the full control effect; nearly all actives have a fitted effect of over 65% in size
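Inhibition was scored as loss of TGF-beta-induced (500 pg/mL final, 18 hours, 37 degrees C) GFP in HEPG2 cells carrying a CAGA-GFP reporter, in DMEM with 1% FBS. Well GFP was summed per cell; Activity was normalised to unstimulated and stimulated DMSO wells, then concentration-response fitting.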
Nrf2 activator – activates Nrf2 signaling. 410,000 tested, 0.31% active. AREc32 ARE-luciferase reporter (MCF7-derived line), luminescence, 24 h. Potency, µM (titrated, usually from 46.1 µM), without a hit: at the top dose activation, usual class: activators; note: potency is the fitted concentration of half-maximal effect; % of control where 0% means no effect; nearly all actives have a fitted effect of over 65% in size
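For detection, Steady-Glo was added and plates sat 30 min at RT; before that, AREc32_Fluc cells grown overnight in OPTI-MEM/5% FBS had been treated with 23 nL compound for 24 hr at 37 deg C.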
Nrf2 block – blocks Nrf2 signaling. A549 ARE-Fluc reporter, luciferase luminescence, 18-24 h. Potency, µM (series often up to 46 µM), without a hit: top-dose activity change, negative = inhibition, most hits filed as inhibitors. 360,000 tested, 2.1% active; note: potency is the fitted concentration of half-maximal effect; % is set by controls: 0 for no effect and ±100 for the full control effect; nearly all actives have a fitted effect of over 60% in size
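A549 ARE_Fluc cells, 5000/well, 5% FBS OPTI-MEM; compounds in dose-response, 18-24 h at 37 °C/5% CO2; CellTiter-Fluor viability read (Ex 405/Em 525), then BugLite luciferase luminescence = Nrf2 activity.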
pAkt inh – inhibitors of Akt phosphorylation; Neuro2A IGF-stimulated pAkt S473 HTRF, 20 min; hits give low values; activity change, % for hits at 50 µM; 360,000 tested, 0.32% active; in the data active = activity change below about -80%; inconclusive = mostly about -51% to -80%; note: % is set by controls: 0 for no effect and ±100 for the full control effect
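Single-point screen (50 µM final compound) in Neuro2A cells stimulated 20 min with 6 nM IGF at 37 deg C. After lysis, Ser473-phosphorylated Akt read by HTRF (ex 330 nm, em 615/665 nm) as the 665/615 ratio.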
MmCpn inh – inhibitors of Methanococcus maripaludis chaperonin (MmCpn); purified Mm-Cpn ATPase, ADP Transcreener TR-FRET; Potency, µM (top dose mostly 76.9 µM), for inactives: at the top dose activity, negative = inhibition, most hits filed as inhibitors; 330,000 tested, 0.031% active; AID 504842; note: potency is the fitted concentration of half-maximal effect; % is set by controls: 0 for no effect and ±100 for the full control effect; nearly all actives have a fitted effect of over 80% in size
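Inhibition of chaperonin ATP hydrolysis is measured as reduced ADP production, detected by competitive TR-FRET in which signal falls with ADP. Final enzyme 25 nM and ATP 10 uM, reacted 30 min at 37°C.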
CCT modulator – modulators of cytosolic chaperonin (CCT/TRiC) activity | activity change, % (no concentration beside the values), hits read low | AID 651819 | purified chaperonin ATPase assay, HTRF ADP detection, 30 min | 360,000 tested, 0.3% active; in the data active = activity change below about -30%; note: % is set by controls: 0 for no effect and ±100 for the full control effect
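We incubate TRiC, 40 or 20 nM final, with library compounds at 76 uM and 10 uM ATP for 30 min at 37 °C. ADP formed is detected with Transcreener HTRF reagents after 30 min at room temperature.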
EPAC2 agonist – agonists of human EPAC2 (RAPGEF4) | EPAC2 activation, biochemical qHTS; response scale: 100% = 6.5 mM cAMP response | Potency, µM (titrated, usually from 154 µM), without a hit: at the top dose activation, actives largely listed as activators | 360,000 tested, 0.079% active; note: potency is the fitted concentration of half-maximal effect; nearly all actives have a fitted effect of over 50% in size
Target sequence (Q8WZA2 whole entry, looked up): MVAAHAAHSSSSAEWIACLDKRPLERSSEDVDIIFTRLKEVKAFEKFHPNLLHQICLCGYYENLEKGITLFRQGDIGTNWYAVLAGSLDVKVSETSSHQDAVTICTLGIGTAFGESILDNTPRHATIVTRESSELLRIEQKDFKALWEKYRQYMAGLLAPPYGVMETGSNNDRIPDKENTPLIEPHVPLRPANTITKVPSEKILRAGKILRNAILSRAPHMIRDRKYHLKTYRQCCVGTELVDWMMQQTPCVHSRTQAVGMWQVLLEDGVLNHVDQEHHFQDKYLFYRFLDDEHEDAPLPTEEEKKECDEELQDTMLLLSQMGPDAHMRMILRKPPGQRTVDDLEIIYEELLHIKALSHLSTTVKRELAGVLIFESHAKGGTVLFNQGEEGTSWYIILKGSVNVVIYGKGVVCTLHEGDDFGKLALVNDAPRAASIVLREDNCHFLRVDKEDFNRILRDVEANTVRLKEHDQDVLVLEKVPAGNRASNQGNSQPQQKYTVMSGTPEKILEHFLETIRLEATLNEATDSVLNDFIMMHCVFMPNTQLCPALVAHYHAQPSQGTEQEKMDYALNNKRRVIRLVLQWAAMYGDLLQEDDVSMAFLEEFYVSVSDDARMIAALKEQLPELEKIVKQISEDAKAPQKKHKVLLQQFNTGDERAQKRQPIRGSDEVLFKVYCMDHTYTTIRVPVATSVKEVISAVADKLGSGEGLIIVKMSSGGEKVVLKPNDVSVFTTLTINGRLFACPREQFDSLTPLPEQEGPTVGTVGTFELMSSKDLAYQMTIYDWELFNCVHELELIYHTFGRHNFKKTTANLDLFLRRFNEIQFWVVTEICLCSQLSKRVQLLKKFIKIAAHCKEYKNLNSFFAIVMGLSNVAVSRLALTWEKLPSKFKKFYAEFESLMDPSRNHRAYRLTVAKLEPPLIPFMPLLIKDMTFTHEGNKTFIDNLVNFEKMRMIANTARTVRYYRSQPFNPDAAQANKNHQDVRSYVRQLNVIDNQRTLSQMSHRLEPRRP
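Nucleotide exchange monitored as fluorescence drop when BODIPY-GDP leaves Rap1B. Reaction: 100 nM EPAC2, 250 nM RAP1B-BODIPY-GDP, 50 uM GDP, room temperature, kinetic read over 30 min. Activity expressed relative to 6.5 mM cAMP.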
EPAC2 antag – antagonists of human EPAC2. Potency, µM (titrated, usually from 114 µM), inactives show top-dose activity, negative = inhibition, hits mostly inhibitors. Q8WZA2. EPAC2 GEF exchange of Rap1B-BODIPY-GDP, fluorescence. 360,000 tested, 0.18% active; note: potency is the fitted concentration of half-maximal effect; % is set by controls: 0 for no effect and ±100 for the full control effect; nearly all actives have a fitted effect of over 45% in size; many of its hits are not listed in these tables
A549 tox – kills or reduces viability of A549 cells in Nrf2 counter-screen; A549 ARE-Fluc cells, CellTiter-Fluor viability, 18-24 h; 390,000 tested, 0.16% active; AID 504648; Potency, µM (titrated, usually from 46 µM), inactives show at the highest dose activity change, negative = cytotoxicity, hits mostly inhibitors; note: potency is the fitted concentration of half-maximal effect; % is set by controls: 0 for no effect and ±100 for the full control effect
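A549 ARE-Fluc cells in 5% FBS OPTI-MEM, 5000 cells/well, rested 2 h then exposed to compounds in concentration-response for 18-24 h at 37 °C. Viability by CellTiter-Fluor fluorescence (Ex 405/Em 525) after 30 min; luciferase luminescence (BugLite, 15 min, RT) read afterwards.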
* = called active by the depositor; i = inactive; ? = inconclusive; · = not tested or not shown; & = joins results of further samples; [ ] = another dose, or the depositor's remark. Unless noted, calls come from the whole dose curve; as a rule, active = well fitted curve in the direction sought with a large enough effect; inconclusive = small, poorly fitted or top-dose-only effect, or another doubt; inactive = no such curve, though single readings can be large; an effect the other way counts as inactive or inconclusive.

Start of the listing, in advance:
Fields – TGFb SMAD3 inh	Nrf2 activator	Nrf2 block	pAkt inh	MmCpn inh	CCT modulator	EPAC2 agonist	EPAC2 antag	A549 tox
O=C(Nc1cc(C(F)(F)F)ccc1N1CCOCC1)c1ccc(F)cc1
    0.0%	-0.2%	-13.1%	i	3.2%	0.6	2.6%	0.0%	-4.4%
COc1cccc(C(NC(C)=O)c2nc(-c3ccc(F)cc3OC)cs2)c1 (centres undefined)
    32.8%[activator]	0.2%	·	i	·	0.4	13.4%	6.0%	·

Results, from the start:
Fields – TGFb SMAD3 inh	Nrf2 activator	Nrf2 block	pAkt inh	MmCpn inh	CCT modulator	EPAC2 agonist	EPAC2 antag	A549 tox
O=C(Nc1cc(C(F)(F)F)ccc1N1CCOCC1)c1ccc(F)cc1
    0.0%	-0.2%	-13.1%	i	3.2%	0.6	2.6%	0.0%	-4.4%
COc1cccc(C(NC(C)=O)c2nc(-c3ccc(F)cc3OC)cs2)c1 (centres undefined)
    32.8%[activator]	0.2%	·	i	·	0.4	13.4%	6.0%	·
CCN1CCN(Cc2ccc(NC(=O)c3cc(NC(=O)N4CCNC4=O)cc(OC)c3)cc2C(F)(F)F)CC1
    ?	-5.2%&-2.2%	4.6%	i	1.5%	-4.0&-1.1	-0.3%&1.5%	-14.8%&0.6%	?
COC(=O)c1c(NC(=S)NN2CCN(C)CC2)sc2c1CCC(C)C2 (centres undefined)
    ?	-1.6%	?	i	-2.1%	-2.1	-7.7%	?	?
Cc1ccc(NC(=O)CCN2CCN(C/C=C/c3ccccc3)CC2)cc1C
    0.0%	5.7%	-15.9%	i	-0.8%	0.1	-5.6%	-3.4%	?
COc1ccc(Cc2nnc(-c3ccccc3)o2)cc1
    -11.4%	2.8%	?	i	-2.3%	-0.7	10.8%	-5.4%	-9.5%
COc1cccc(CN2CCCC(C(=O)Nc3ccc(-c4cscn4)cc3)C2)c1 (centres undefined)
    -44.7%	1.1%	3.7%	i	-5.8%	-1.3	14.1%	?	?
COc1ccc(-c2csc3nc(-c4ccc(Cl)cc4)oc(=O)c23)cc1
    8.5%	0.5%	12.7%	·	·	·	·	·	2.6%
O=C(c1cc(-c2ccco2)nc2ccccc12)N(Cc1nnc(-c2ccc(Cl)cc2)o1)C1CC1
    1.7%	11.1%	2.4%	i	-19.3%	-1.2	8.4%	4.0%	1.4%
CCCN(CCC)C(=O)Cc1coc2ccc3ccccc3c12
    -16.3%	-0.7%	-17.1%	i	-1.3%	1.1	11.7%	-6.3%	-10.1%
COc1ccc(Cl)cc1-c1cc(C(=O)NCc2cc(C(F)(F)F)cc(C(F)(F)F)c2)[nH]n1
    -22.6%	9.5%	·	i	·	-1.7	-13.0%	-3.1%	·
CCOC(=O)C1CCCN(Cc2nc(CC3CC3)no2)C1 (centres undefined)
    -2.4%	-0.7%	7.7%	i	3.0%	0.2	3.5%	2.2%	0.2%
CCOC(=O)c1oc2ccccc2c1COC(=O)CNC(=O)c1ccccc1F
    2.7%	-0.7%	·	i	·	-0.3	6.4%	-8.2%	·
COc1ccc(NC(=O)CSc2nnc(Cc3ccc(C)cc3)c(=O)n2N)cc1
    4.2%	-0.1%	3.5%	i	-1.8%	1.9	-3.9%	-1.6%	6.3%
CC(=O)N1c2ccc(S(=O)(=O)NCCc3ccc(S(N)(=O)=O)cc3)cc2CC1C (centres undefined)
    5.6%	-0.2%	5.3%	·	2.0%	-0.4	6.6%	1.2%	1.9%
CC(C)C(NS(=O)(=O)c1ccccc1)C(=O)N1CCCCCC1 (centres undefined)
    9.2%	-0.1%	-9.3%	i	1.8%	0.3	-2.4%	-2.4%	-0.5%
CCCNC(=O)NC(=O)c1cnccc1C(F)(F)F
    -2.8%	-0.8%	?	i	3.3%	1.5	-9.2%	6.8%	3.9%
COc1cc(/C=N/N=C2/SCC(=O)N2c2ccc(O)cc2)ccc1O
    4.0%	3.2%	-49.6%	i	0.6%	-0.4	6.2%	11.9%	-8.7%
CC1=C(c2ccc(C(C)C)cc2)S(=O)(=O)N=C1N1CCC(C(=O)Nc2ccc(C)cc2)CC1
    31.6%[activator]	4.6%	?	·	·	·	·	·	-9.8%
O=C1OCCC1Sc1nnc(-c2ccccc2)o1 (centres undefined)
    1.8%	-0.7%	-9.9%	i	-4.4%	-0.4	-0.7%	-4.5%	-6.9%
CCN(CC)Cc1cc(C(C)=O)ccc1O
    16.7%	-0.5%	·	i	1.8%	1.0	1.8%	13.4%	3.0%
CCOc1cccc(N(C(=O)C2COc3ccccc3O2)C(C(=O)NC2CCCCC2)c2ccc(O)cc2)c1 (centres undefined)
    0.0%	-0.1%	-9.2%	i	-0.2%	2.5	4.9%	17.9%	-3.2%
O=C(c1ccc2ncsc2c1)N1CCCC(C(F)(F)F)C1 (centres undefined)
    9.6%	-0.6%	5.3%	i	0.1%	0.2	4.7%	0.4%	7.6%
O=C(CCCN=C1NS(=O)(=O)c2ccccc21)OCC(=O)c1ccc(Br)cc1
    ?	2.1%	7.1%	i	-1.7%	2.2	-1.6%	3.5%	0.8%
COc1ccc(C)cc1NC(=O)C(OC(=O)c1ccc([N+](=O)[O-])o1)c1ccccc1 (centres undefined)
    ?	16.5%	-25.2%	i	-11.2%	1.4	13.8%	6.9%	-19.4%
Cc1ccc(OCCC(=O)OCC(=O)N2CC(=O)Nc3ccccc32)cc1
    -7.8%	10.5%	?	i	-0.2%	1.5	3.8%	0.2%	13.8%
COC(=O)CN1C(C(=O)c2ccccc2)=C(OC(=O)c2ccc(C)cc2)c2ccccc2S1(=O)=O
    ?	-1.7%	5.8%	·	·	·	·	·	-15.8%
COc1ccc(-c2nn(C)c(=O)c3ccccc23)cc1NC(=O)COc1ccccc1
    -2.0%	4.1%	?	i	0.5%	-2.9	3.9%	1.2%	-24.3%
CCOC(=O)c1[nH]cnc1C(=O)Nc1ccc(C)cc1
    54.5%	0.6%	-5.8%	i	0.6%	-1.0	6.3%	7.8%	?
c1nnc2c3c4c(sc3ncn12)CCC4
    1.9%	19.8%	·	?	1.0%	0.0	-12.5%	11.6%	0.6%
O=C(CN1CCc2ccccc2C1)Nc1ccc(Br)cc1
    0.0%	0.1%	3.7%	·	1.0%	-1.2	10.2%	-0.9%	0.4%
COc1ccccc1C(=O)Nc1ccnn1C1CCN(CCC(C)c2ccc(C)o2)CC1 (centres undefined)
    -0.8%	0.0%	7.1%	i	-7.2%	-0.8	-0.3%	3.0%	3.1%
COc1cc(C2c3c(oc4ccccc4c3=O)C(=O)N2Cc2ccco2)ccc1O (centres undefined)
    -5.7%	3.3%	8.5%	i	-2.7%	-1.7	-2.7%	-6.4%	5.5%
CCOc1ccc(/C=C/C(=O)NCc2ccccc2)cc1
    11.4%	0.5%	0.8%	i	0.7%	0.8	5.3%	14.0%	7.7%
CCCC(=O)NC(NC(=S)Nc1ccc(N=Nc2ccccc2)cc1)C(Cl)(Cl)Cl (centres undefined)
    ?	-1.1%	8.2µM*	i	-3.0%	-4.6	-10.0%	-0.5%	?
CCOc1ccc(NC(=O)c2ccccc2NC(=O)CNC2CCCC(C)C2C)cc1 (centres undefined)
    5.0%	-0.6%	-5.3%	i	-1.1%	1.9	-10.8%	-1.9%	12.9%
O=C(Nc1cccc(C(F)(F)F)c1)C1CCN(S(=O)(=O)c2cnc[nH]2)CC1
    -19.7%	-0.9%	-19.2%	i	0.2%	0.9	-17.4%	6.8%	-13.2%
O=C(CCC(=O)N(CC(=O)NC1CCCCC1)c1ccc(F)cc1)Nc1nccs1
    ?	0.3%	-8.6%	i	-7.4%	-1.4	-0.9%	-6.5%	1.0%
CC1=Nn2c(nc(-c3ccccc3)c2-c2ccccc2)N(CC(N)=O)C(=O)C1
    -1.2%	-0.7%	4.5%	i	-0.3%	1.5	-5.3%	-0.5%	-3.5%
O=C(CCCC(=O)N(c1cccc(F)c1)C(C(=O)NC1CCCC1)c1ccc(O)cc1)Nc1ccccn1 (centres undefined)
    ?	-0.5%	4.6%	i	-3.7%	0.6	-0.5%	6.4%	-1.9%
CCOC(=O)c1sc(N)c(C#N)c1CSc1nc2ccc(C)cc2[nH]1
    -8.9%	6.6%	-2.3%	i	·	-0.4	-0.5%	13.4%	-5.4%
COc1ccc(S(=O)(=O)N(CC(=O)NCc2ccco2)c2ccccc2OC)cc1
    -19.1%	0.8%	5.0%	i	-9.7%	2.0	2.6%	1.2%	-7.1%
CCC1CN(C(=O)NCc2ccc(C)cc2)c2ccccc2O1 (centres undefined)
    -4.3%&-34.4%	-0.6%&5.6%	?	i	1.6%	-0.2	9.8%	?	6.3%&6.2%
CCCCCCCC1CC(=O)C=C(C)C1C(=O)OCC (centres undefined)
    ?	2.0%	-6.6%	i	1.2%	-0.3	-8.5%	-24.0%	8.2%
CCCn1c(N)c(C(=O)CSc2nnc(-c3cccnc3)n2-c2ccc(C)cc2C)c(=O)[nH]c1=O
    -1.1%	-0.2%	2.5%	i	1.0%	-0.8	3.1%	8.4%	-0.3%
O=C(CN1C(=O)C2C3C=CC(C3)C2C1=O)Nc1nc2ccccc2[nH]1 (centres undefined)
    ?	0.4%	20.7%	i	0.4%	-2.7	7.8%	-0.1%	-9.2%
O=C(O)COc1ccc(/C=N/NC(=O)c2cccc3ccccc23)cc1
    4.0%	-1.0%	-5.1%	i	-1.9%	-1.9	5.2%	1.8%	-2.8%
CN(CC(=O)Nc1cccc(F)c1)C(=O)c1ccc(N2CCCC2)c([N+](=O)[O-])c1
    13.1%	2.5%	?	i	1.7%	1.4	15.1%	1.1%	-27.0%

A portion of the library; count on the stated rates, not on these rows.
